# Source: PubChem BioAssay
# Pf gametocyte: inhibitors of late stage P. falciparum gametocyte viability; P. falciparum stage V gametocytes, ATP luminescence, 24 h; inhibition, % at 10.9 µM; 150,000 tested, 0.065% active; AID 743093;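 active = inhibition above the mean plus 3 SD of compounds within the control limits, set per campaign, cut at about 38% in these data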;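 note: 0% = DMSO wells and 100% = medium only without gametocytes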
# RGS8-Gao: human RGS8-Galphao interaction regulation | P09471 | response (percent of control binding), % at 10 µM | multiplexed bead flow cytometry, RGS8-Galphao binding; actives lie on both sides | 220,000 tested, 0.34% active; in the data active = response below about 60% or above about 140%; inactive = in between;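 note: Galphao activated as the GDP aluminium fluoride complex binding bead-coupled RGS8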
# Target sequence (P09471 whole entry, looked up): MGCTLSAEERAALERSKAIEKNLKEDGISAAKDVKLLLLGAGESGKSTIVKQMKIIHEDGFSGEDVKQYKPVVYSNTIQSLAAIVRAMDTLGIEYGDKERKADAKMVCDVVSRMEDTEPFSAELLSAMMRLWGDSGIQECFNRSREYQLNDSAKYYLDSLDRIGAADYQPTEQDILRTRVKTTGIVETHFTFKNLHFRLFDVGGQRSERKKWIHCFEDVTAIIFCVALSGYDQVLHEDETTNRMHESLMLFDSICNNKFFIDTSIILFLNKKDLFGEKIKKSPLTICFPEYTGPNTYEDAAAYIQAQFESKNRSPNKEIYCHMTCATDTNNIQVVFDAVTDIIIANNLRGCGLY
# Bim-Mcl-1: inhibitors of Bim-Mcl-1 interaction, human | AID 1009 | inhibition, % at 10 µM | Q07820 | Bead-based flow cytometry, Bim peptide-Mcl-1 binding | 190,000 tested, 0.1% active; in the data active = inhibition above about 40%;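 note: 0% = no compound tracer wells and 100% = peptide blocker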
# Target sequence (Q07820 whole entry, looked up): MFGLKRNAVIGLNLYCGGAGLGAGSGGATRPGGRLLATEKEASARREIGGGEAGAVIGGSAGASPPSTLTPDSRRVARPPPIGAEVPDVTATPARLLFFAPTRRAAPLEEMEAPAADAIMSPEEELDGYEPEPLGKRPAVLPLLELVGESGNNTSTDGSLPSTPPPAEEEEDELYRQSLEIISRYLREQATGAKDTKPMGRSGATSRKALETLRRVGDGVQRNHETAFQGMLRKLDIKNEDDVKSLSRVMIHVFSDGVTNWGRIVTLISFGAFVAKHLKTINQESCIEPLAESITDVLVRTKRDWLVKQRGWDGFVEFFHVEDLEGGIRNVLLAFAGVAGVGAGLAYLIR
# Mcl1 Noxa PPI: disrupts binding of human Mcl-1 to Noxa peptide. Q07820. TR-FRET Mcl-1/Noxa peptide binding, 2 h. inhibition, % at 21.7 µM. 220,000 tested, 1.5% active;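 active = compounds that cut the protein-peptide binding signal by more than 50% relative to plate controls in a single-dose test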;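 note: His-tagged Mcl-1 with rhodamine Noxa BH3 peptide and terbium anti-His antibody; 0% = Mcl-1 plus Noxa peptide wells and 100% = peptide-only wells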
# Mcl1 Bid PPI: Mcl-1/Bid interaction inhibition; AID 1021; inhibition, % at 21.7 µM; Q07820; TR-FRET Mcl-1/Bid-Dy647 peptide binding, 1536-well; 220,000 tested, 0.97% active;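 active = compounds that cut the binding signal by more than half at the single screening dose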;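 note: His-tagged Mcl-1 with europium anti-His antibody binding Bid BH3 peptide; 0% = Mcl-1 plus peptide wells and 100% = peptide-only wells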
# Rac1 wt GTP bind: modulators of human Rac1 wildtype GTP binding | 190,000 tested, 0.27% active | P63000 | GTP binding activity (% of control), % at 10 µM | GST-Rac1 beads, fluorescent GTP binding, flow cytometry; actives lie on both sides; 0 = cold GTP competed, 100 = untreated;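 active = GTP binding activity at least 20 points away from the 100% control level, either lower or higher; inconclusive = compound flagged as likely green fluorescent, judged across all proteins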
# Cdc42 wt: modulators (inhibitors or activators) of GTP binding to human Cdc42 wildtype; GST-Cdc42 beads, Bodipy-GTP binding, flow cytometry; actives lie on both sides; percent activity (GTP binding), % at 10 µM; 190,000 tested, 0.2% active; AID 761;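 active = percent activity GTP binding at least 20 points away from the 100% baseline, either down as inhibitor or up as activator; inconclusive = compound flagged as likely green fluorescent from well-wide comparison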;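 note: median bead fluorescence of bound Bodipy-FL-GTP at 100 nM; 0% = excess unlabeled GTP control and 100% = no compound control; below 100% means less GTP binding so inhibitor and above means activator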
# Target sequence (P60953 whole entry, looked up): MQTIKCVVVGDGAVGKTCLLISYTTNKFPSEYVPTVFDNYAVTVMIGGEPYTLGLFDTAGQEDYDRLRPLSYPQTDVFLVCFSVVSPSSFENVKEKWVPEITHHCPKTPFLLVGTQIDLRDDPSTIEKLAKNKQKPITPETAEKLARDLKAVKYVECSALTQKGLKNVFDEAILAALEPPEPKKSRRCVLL
# Rac1 act GTP bind: alters GTP binding to activated mutant human Rac1. P63000. GST-Rac1 activated beads, fluorescent GTP binding, flow cytometry; actives lie on both sides; 100% means binding = to untreated wells. percent activity (GTP binding), % at 10 µM. 190,000 tested, 0.11% active. AID 764;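 active = GTP binding at least 20 percentage points away from the 100% baseline, in either direction, so actives lie on both sides; inconclusive = Compound likely fluorescent itself, or too few beads counted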
# Rab7 wt modul: alters GTP binding to wildtype dog Rab7 | GST-Rab7 beads, fluorescent GTP binding, flow cytometry; actives lie on both sides; untreated = 100%, excess cold GTP = 0% | GTP binding activity (percent of control), % at 10 µM | 190,000 tested, 0.055% active;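 active = fluorescent GTP binding to Rab7 beads changed by at least 20 points from the 100% baseline, either direction, mostly lower; inconclusive = compound itself probably fluorescent, or too few beads counted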;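 note: median green fluorescence of bound Bodipy-FL-GTP per Rab7 bead population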
# Rab2A wt mod: changes GTP binding to wildtype dog Rab2A, up or down. GTP binding activity, % at 10 µM. 190,000 tested, 0.19% active. GST-Rab2 wt beads, Bodipy-GTP binding, flow cytometry;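 active = GTP binding activity at least 20 points away from 100%, either lowered or raised; inconclusive = signal likely due to the compound's own green fluorescence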;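 note: 0% = beads with excess unlabeled GTP and 100% = no-compound control corrected for plate trend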
# HRas wt GTP: modulators of GTP binding to human HRas wildtype; GST-Ras wt beads, Bodipy-FL-GTP binding, flow cytometry; actives lie on both sides; GTP binding activity, % at 10 µM; 190,000 tested, 0.14% active; AID 759;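 active = GTP binding activity at least 20% away from the 100% baseline, either lowered as inhibitor or raised as activator; inconclusive = flagged as likely green fluorescent, judged across all proteins in the well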;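 note: 0% = unlabeled GTP competition control and 100% = no-compound control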
# Numbers without * were called inactive; ? = inconclusive; · = no result given.
SMILES,Pf gametocyte,RGS8-Gao,Bim-Mcl-1,Mcl1 Noxa PPI,Mcl1 Bid PPI,Rac1 wt GTP bind,Cdc42 wt,Rac1 act GTP bind,Rab7 wt modul,Rab2A wt mod,HRas wt GTP
O=C(OCc1ccc(F)cc1Cl)c1ccccn1,·,102,-3,4,1,96,99,91,94,97,98
CC(=O)OCC(=O)Nc1ccc(SC(F)F)cc1,-10,105,-2,9,-22,99,95,99,101,98,98
Fc1cccc(NC(=S)Nc2ccc(Br)cc2)c1,·,101,-5,1,-54,99,102,99,95,97,101
Cc1cccc(NC(=O)CSc2ccc(-c3ccccn3)nn2)c1C,-13,101,1,17,-21,93,93,93,103,97,93
CCCC(=O)Nc1cc(C(=O)O)ccc1S(=O)(=O)c1ccc(Cl)cc1,-5,102,-1,23,18,104,102,98,101,100,99
Cc1c(Br)c([N+](=O)[O-])nn1C(C)C(=O)Nc1nccs1 (stereo not given),·,97,0,4,-12,99,100,98,103,100,102
CC(/C=C/c1ccc2c(c1)OCO2)=N\NC(=O)COc1ccccc1C,9,101,0,-18,-1,100,102,96,99,97,98
O=C(NC(NC(=O)c1ccccc1)c1cccc([N+](=O)[O-])c1)c1ccccc1,·,101,-4,-11,-23,106,103,98,95,100,101
CN1CCN(NC(=O)CC(C)(C)C)CC1,-15,96,0,-5,-24,99,98,96,96,97,97
CCS(=O)(=O)c1c(S(=O)(=O)CC)c2ccccn2c1C(N)=O,·,101,-19,6,-14,96,96,97,97,95,95
COc1ccc(C(C(=O)NC2CCCCC2)N(C(=O)CCl)c2ccccc2Cl)cc1 (stereo not given),-3,102,0,4,0,103,98,98,102,100,102
Cc1cccc(C2=N/C(=C/c3cccs3)C(=O)O2)c1,-17,104,-1,4,11,104,100,99,99,97,97
Cc1ccc2[nH]c(C)cc(=S)c2c1,3,95,-3,14,7,98,95,97,99,96,96
COc1ccc(CCN2C(=O)C3CC=C(C)CC3C2=O)cc1OC (stereo not given),·,103,-2,7,-9,99,98,94,95,96,98
O=C(Nc1cccnc1)c1noc2c1CCCCC2,·,100,0,3,-12,102,106,101,98,105,102
Cc1ccccc1NC(=S)N(CCCN1CCOCC1)Cc1cccnc1,-13,99,-1,3,-49,97,94,94,97,95,97
Clc1ccc(Cl)c(OCCCCNCc2ccccc2)c1,1,102,-2,28,35,100,101,99,102,102,103
CC(=O)c1cccc(NC(=S)NC(=O)c2cccc(Cl)c2)c1,20,103,-5,17,-16,101,100,99,103,97,101
NC(=O)COC(=O)c1ccccc1OCc1ccccc1Cl,3,102,-1,8,-7,110,107,103,97,101,101
CCOC(=O)C1CCCN(CCC(=O)Nc2ccc(C)c(C)c2)C1 (stereo not given),-10,99,0,14,-18,100,96,97,104,101,101
COc1ccccc1NC(=O)CSc1nnc(Cn2nnc(-c3ccccc3)n2)n1-c1ccccc1,17,101,-2,8,-8,105,103,99,104,100,101
CCOc1cc(N2CCOCC2)c(OCC)cc1NC(=O)COC(=O)c1cc(C)oc1C,·,104,2,-9,-61,105,101,100,97,98,99
O=S(=O)(NCc1ccccc1)NCc1cccc(C(F)(F)F)c1,-5,99,-1,12,-9,99,95,98,94,96,98
O=[N+]([O-])c1ccc(Oc2ccc(-c3cnc4ccccc4n3)cc2[N+](=O)[O-])cc1,-8,90,-1,13,-28,106,101,100,102,99,100
CCOc1ccccc1NC(=O)C1CC(=O)n2ncnc2N1 (stereo not given),6,105,-2,-16,-26,98,101,100,97,100,100
O=C(Nc1ccccc1)C1=C[C@H](c2coc3ccccc3c2=O)C[C@H](OCCCCO)O1,·,104,-2,9,-3,99,97,97,103,99,99
COC(=O)Cn1c(=NC(=O)c2ccc(Cl)s2)sc2cc(F)ccc21,15,94,0,-3,-12,102,99,100,102,100,99
COc1ccc(SCC(=O)c2cc(C)c(OC(=S)N(C)C)c(C)c2)cc1,·,100,5,7,-37,106,103,101,99,98,101
CC(C(=O)NC1=NCCS1)N1C(=O)c2ccccc2C1=O (stereo not given),-17,100,-4,0,-1,103,101,98,100,102,101
CCCN(CCC)C(C(=O)Nc1cccc(OC)c1)c1ccccc1 (stereo not given),-36,102,-1,-12,95*,105,106,102,100,101,103
COc1ccc(C)cc1NC(=O)C(Sc1ccccc1)c1ccccc1 (stereo not given),·,121,2,7,-5,100,100,96,99,96,97
COc1ccc(N2CC(C(=O)O)CC2=O)cc1 (stereo not given),7,102,-3,12,11,99,97,96,97,98,97
COCCNC(=O)/C(C#N)=C/c1ccccc1Br,·,102,0,-10,-23,97,93,96,97,96,96
O=C(NCC1CCCO1)C(c1ccccn1)N(Cc1ccccc1Cl)C(=O)CN1C(=O)c2ccccc2S1(=O)=O (stereo not given),4,100,-3,10,1,100,98,97,104,99,98
O=C(CSc1nc(O)c(C(c2ccccc2)c2ccccc2)c(=O)[nH]1)N1CCOCC1,-10,101,4,15,-9,101,96,95,104,100,99
O=C1c2ccccc2C2(c3ccccc3)NCCCN12 (stereo not given),4,101,0,2,-2,100,94,97,103,99,98
CCN(CC)c1ccc2cc(C(=O)O)c(=O)oc2c1,5,96,0,2,0,98,95,93,94,93,95
CCCCC(Sc1nc(N)c(NC(=O)c2ccc(OC)cc2)c(=O)[nH]1)C(=O)O (stereo not given),16,101,0,0,-29,97,93,92,104,97,98
O=C(CCc1nc2ccccc2s1)OCC(=O)c1ccc[nH]1,-10,103,-6,2,-34,97,96,97,97,97,95
CCOCCCNC(=O)c1ccc(OC(C)=O)cc1,23,100,0,2,1,102,101,99,98,99,99
Clc1ccc(NCc2nncn2-c2ccccc2)cc1,·,99,0,2,-16,102,102,102,95,101,100
CCOc1ccc(-c2nnn(CC(=O)c3ccc4c(c3)OCCO4)n2)cc1,-14,110,-7,-86,23,95,94,94,92,92,95
COc1cc(C(=O)Nc2nc(N)n(-c3ccccc3)n2)cc(OC)c1OC,-46,102,0,6,-14,100,104,99,100,104,103
COc1cc2c(cc1NC(C)=O)CCCC2,·,103,0,4,3,106,102,101,104,103,104
Cc1cccc(C2=N/C(=C\c3cccs3)C(=O)O2)c1,20,97,-3,17,1,97,93,92,97,94,94
CCCC1C(c2ccccc2)C(C#N)(C#N)C2(C#N)CC1(N)NC2=O (stereo not given),·,116,0,·,·,101,102,99,98,98,101
O=C(Nc1nc2ccccc2n1CCOc1ccc(Cl)cc1)c1ccco1,·,103,0,23,14,101,99,98,102,100,99
CC(=O)c1cccc(NC(=O)CN(c2ccccc2F)S(C)(=O)=O)c1,·,102,3,1,-16,?,?,?,?,?,?
Cn1ccnc1SCC(=O)Nc1ccc(Cl)cn1,-3,101,0,17,-31,99,99,99,97,96,95
Cc1cccc(NC(=S)Nn2cnnc2)c1C,-22,103,-7,21,-24,101,97,95,99,97,99

# Just Mcl1 Noxa PPI and Mcl1 Bid PPI, for some of the entries so far:
molecule | Mcl1 Noxa PPI | Mcl1 Bid PPI
COc1ccc(C(C(=O)NC2CCCCC2)N(C(=O)CCl)c2ccccc2Cl)cc1 (stereo not given) | 4 | 0
Cc1cccc(NC(=S)Nn2cnnc2)c1C | 21 | -24
O=C(NCC1CCCO1)C(c1ccccn1)N(Cc1ccccc1Cl)C(=O)CN1C(=O)c2ccccc2S1(=O)=O (stereo not given) | 10 | 1

# (continued)
SMILES,Pf gametocyte,RGS8-Gao,Bim-Mcl-1,Mcl1 Noxa PPI,Mcl1 Bid PPI,Rac1 wt GTP bind,Cdc42 wt,Rac1 act GTP bind,Rab7 wt modul,Rab2A wt mod,HRas wt GTP
O=C(CNCc1ccccc1)Nc1ccc(F)cc1,20,102,-5,9,16,99,96,97,94,94,98
CC1CCN(c2nc3ccccc3nc2C(C#N)C(=O)OC2CCCCC2)CC1 (stereo not given),·,94,4,-22,-35,105,107,99,108,106,107
Cc1cccc(C(=O)Oc2csc(=S)n2C(=O)c2cccc(C)c2)c1,·,98,-2,-6,-10,102,101,96,98,98,100
O=C1NC2(CCCC2)N=C1c1ccc(F)cc1,·,102,0,8,-7,103,103,102,105,104,103
Cc1ccc(C2CN(C)C3(C(=O)Nc4ccccc43)C23COc2ccccc2C3=O)cc1 (stereo not given),-43,97,-2,3,-15,107,100,99,102,99,99
CCOC(=O)c1c(N)n(C2CC(C)(C)NC(C)(C)C2)c2nc3ccccc3nc12,·,101,-2,1,13,107,102,100,99,99,99
CC(C)(C)c1ccc(OCc2nnc(SCC(N)=O)n2N)cc1,-9,101,-2,15,-30,98,98,92,95,99,100
Cc1c(NC(=O)C(C)OC(=O)c2cc(-c3cccc4ccccc34)nc3ccccc23)c(=O)n(-c2ccccc2)n1C (stereo not given),19,102,-3,13,1,100,98,97,98,96,96
Nc1nnc(SCC(=O)c2ccccc2)s1,·,104,-1,-13,3,99,96,95,94,95,95
Cc1cccc(OC(=O)CN2C(=O)C3C4CCC(C4)C3C2=O)c1C (stereo not given),·,108,0,2,-5,106,102,101,106,102,100
Cc1cc(SCC(=O)c2cccs2)nc2ccccc12,-32,102,-3,-14,15,105,103,100,99,103,101
Cc1cc(C(F)(F)F)nc(SCC(=O)c2cccc([N+](=O)[O-])c2)n1,·,108,0,-3,-8,108,102,98,105,101,103
CCOc1cc(/C=C(\C#N)C(=O)Nc2ccccc2[N+](=O)[O-])ccc1OCc1cccc2ccccc12,·,105,0,2,-8,101,96,98,103,101,96
O=C1C2C3C=CC(C2C(=O)N1C1CCCCC1)C1C2C(=O)N(C4CCCCC4)C(=O)C2C31 (stereo not given),23,100,-3,11,-8,105,100,100,98,98,99
O=C(CSc1nnc2scc(-c3ccccc3)n12)NCc1ccc2c(c1)OCO2,17,104,-3,8,1,103,97,98,98,97,99
Cc1ccc(OCCOCCN(C)C)c(Cl)c1,9,100,-1,11,19,111,105,102,101,98,101
CCOC(=O)CSc1nc2ccc(C)cc2[nH]1,·,99,-3,38,18,102,101,96,98,98,99
CCOC(=O)c1sc2nc(Cc3ccc(Cl)cc3)[nH]c(=S)c2c1C,20,93,-4,6,-23,96,95,95,94,94,94
CC1=CC2=C(OC1N(C)C)c1cccc3cccc(c13)C2=O (stereo not given),·,112,4,13,-5,101,98,97,102,101,99
COc1cc2nc(SCc3ccc(C(F)(F)F)cc3)n(Cc3cccs3)c(=N)c2cc1OC,10,101,0,-4,-12,102,100,98,104,101,101
Fc1ccccc1Cn1nnc2c(-n3ccnc3)ncnc21,·,79,-1,-1,-31,105,102,99,97,101,101
